RGS4 inhibitor – Inhibitors of Regulator of G Protein Signaling (RGS) 4: qHTS | Transcreener GDP fluorescence polarization, RGS4-accelerated GTP hydrolysis | AID 504845, 2011 | Regulator of G-protein signaling 4 (Homo sapiens), P49798 | Potency, µM (titrated, usually from 114 µM), for the others: at the top dose activity change, negative = inhibition, most hits filed as inhibitors | 0.039% of 390,000 active; further: on the % scale 0 is the no-effect control and ±100 the full control effect; nearly all actives have a fitted effect of over 75% in size; some results filed as inactive show a strong effect at the top dose
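MLSMR compounds (23 nl, pin-transferred) preincubated 10 min at room temperature with a 500nM (2x) first reagent, then RGS4 at 900nM (2x) plus Transcreener GDP mix added; fluorescence polarization (620/688 nm) read before and after 90 min at 30 °C.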
TrxR1 inh – qHTS Assay for Inhibitors of Mammalian Selenoprotein Thioredoxin Reductase 1 (TrxR1): qHTS | Thioredoxin reductase 1, cytoplasmic (Rattus norvegicus), O89049 | Potency, µM (highest dose often 114 µM), inactives show at the top dose activity change, negative = inhibition, usual class: inhibitors | AID 588453, 2011 | recombinant rTrxR1, NADPH fluorescence consumption, selenite substrate | 1% of 390,000 active; further: on the % scale 0 is the no-effect control and ±100 the full control effect; nearly all actives have a fitted effect of over 65% in size
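Rat TrxR1 (90 nM in the dispensed reagent) was pre-reduced with 400 uM NADPH for 5 min at room temperature, then incubated with compound for 15 min. After 400 uM selenite was added, NADPH fluorescence (Ex 340/Em 450 nm) was followed for 8 min.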
RXFP1 agonist – qHTS Assay for Agonists of the Relaxin Receptor RXFP1; 0.3% of 370,000 active; AID 2676, 2010; Relaxin receptor 1 (Homo sapiens), Q9HBX9; HEK293T-RXFP1 cAMP TR-FRET, 30 min; response scale: percent of porcine relaxin response, buffer zero; Potency, µM (series often up to 57.5 µM), inactives show at the highest dose activation, hits mostly activators; further: on the % scale 0 is the no-effect control and ±100 the full control effect; nearly all actives have a fitted effect of over 60% in size; many of its hits are not listed in these tables
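Agonist response is measured as cAMP accumulation in an RXFP1-transfected HEK293T line under PDE4 inhibition. Values are scaled between buffer-only and 29 nM porcine relaxin, and EC50s come from standard Hill equation fits.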
TrxR1 substrate – qHTS Assay for Substrates of Mammalian Selenoprotein Thioredoxin Reductase 1 (TrxR1): qHTS; Thioredoxin reductase 1, cytoplasmic (Rattus norvegicus), O89049; purified TrxR1 substrate turnover, NADPH consumption readout; Potency, µM (doses to about 114 µM), inactives show at the top dose activity change, negative = substrate turnover; 0.01% of 390,000 active; AID 588456, 2011; further: on the % scale 0 is the no-effect control and ±100 the full control effect; nearly all actives have a fitted effect of over 50% in size
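Rat TrxR1, dispensed at 90 nM, was prereduced with 400 uM NADPH (final) for 5 min at ~22 deg C, then incubated with compound 15 min before 400 uM selenite. A first-read NADPH fluorescence drop versus no-compound background flagged substrates.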
12-LOX inh – Primary qHTS assay for inhibitors of human arachidonate 12S-lipoxygenase (ALOX12): Round 2 | purified 12hLO, xylenol orange hydroperoxide absorbance | Potency, µM (top dose mostly 108 µM), inactives show top-dose activity change, negative = inhibition, most hits filed as inhibitors | 1.1% of 580,000 active; further: on the % scale 0 is the no-effect control and ±100 the full control effect
Target sequence (P18054 whole entry, looked up): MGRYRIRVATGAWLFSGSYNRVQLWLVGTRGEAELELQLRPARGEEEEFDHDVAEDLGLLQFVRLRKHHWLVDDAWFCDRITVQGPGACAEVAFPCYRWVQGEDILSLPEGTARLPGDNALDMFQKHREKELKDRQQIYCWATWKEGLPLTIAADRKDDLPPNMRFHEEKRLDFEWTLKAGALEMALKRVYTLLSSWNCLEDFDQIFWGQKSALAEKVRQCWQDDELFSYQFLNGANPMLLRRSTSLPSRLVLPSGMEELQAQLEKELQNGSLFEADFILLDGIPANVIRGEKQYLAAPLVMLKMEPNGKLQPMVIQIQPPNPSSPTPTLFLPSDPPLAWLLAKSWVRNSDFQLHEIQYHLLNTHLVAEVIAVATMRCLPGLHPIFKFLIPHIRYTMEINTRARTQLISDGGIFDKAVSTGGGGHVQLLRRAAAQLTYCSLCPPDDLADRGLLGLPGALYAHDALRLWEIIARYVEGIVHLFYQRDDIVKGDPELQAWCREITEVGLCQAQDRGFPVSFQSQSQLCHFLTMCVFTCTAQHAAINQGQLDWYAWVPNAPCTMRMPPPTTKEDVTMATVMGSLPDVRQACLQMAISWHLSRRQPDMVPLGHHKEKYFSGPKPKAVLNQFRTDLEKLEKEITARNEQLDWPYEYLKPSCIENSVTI
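Purified human 12hLO (150 nM final) in 25 mM Hepes, 0.01% Triton X-100, pH 7.0 was preincubated 15 min at room temperature with compound. Then 40 uM arachidonic acid was added, 30 min. Hydroperoxide was read by Fe-XO absorbance ratio 573/405 nm.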
IDH1 R132H inh – qHTS for Inhibitors of mutant isocitrate dehydrogenase 1 (IDH1): qHTS | Isocitrate dehydrogenase [NADP] cytoplasmic (Homo sapiens), O75874 | IDH1-R132H enzyme, NADPH consumption, diaphorase/resazurin fluorescence | Potency, µM (top dose mostly 76.6 µM), for the others: top-dose activity change, negative = inhibition, most hits filed as inhibitors | 0.093% of 390,000 active | AID 602179, 2012; further: on the % scale 0 is the no-effect control and ±100 the full control effect; nearly all actives have a fitted effect of over 65% in size
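IDH1-R132H (0.5 ug/mL) preincubated 30 min with compound, then NADPH (0.016 mM) and alpha-KG (2 mM) added; 80 min at RT, pH 7.5. Remaining NADPH coupled via diaphorase/resazurin to fluorescence (540/590 nm); concentration-response curves normalized to no-enzyme control.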
Vif-A3G inh – qHTS for Inhibitors of Vif-A3G Interactions: qHTS; DNA dC->dU-editing enzyme APOBEC-3G (Homo sapiens), Q9HC16; HeLa A3G-eYFP + Vif (tagged APOBEC3G with the HIV-1 protein that degrades it), YFP fluorescence, overnight; Potency, µM (highest dose often 46.1 µM), inactives show top-dose activity, negative = active, usual class: inhibitors; 0.076% of 410,000 active;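 further: on the % scale 0 is the no-effect control and ±100 the full control effect; nearly all actives have a fitted effect of over 60% in size; hits raise eYFP signal because A3G escapes Vif-driven loss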
Target sequence (Q9HC16 whole entry, looked up): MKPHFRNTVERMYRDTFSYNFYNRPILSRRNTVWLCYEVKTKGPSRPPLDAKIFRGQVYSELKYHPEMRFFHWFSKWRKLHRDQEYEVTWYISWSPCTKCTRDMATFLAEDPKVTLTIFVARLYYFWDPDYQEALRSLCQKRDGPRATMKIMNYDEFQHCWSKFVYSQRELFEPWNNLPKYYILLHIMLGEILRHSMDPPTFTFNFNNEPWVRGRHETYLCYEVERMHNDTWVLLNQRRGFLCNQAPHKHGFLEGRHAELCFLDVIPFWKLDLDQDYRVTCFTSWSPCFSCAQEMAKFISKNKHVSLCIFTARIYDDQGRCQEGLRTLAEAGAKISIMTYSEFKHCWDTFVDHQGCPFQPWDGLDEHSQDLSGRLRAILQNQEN
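Read-out is eYFP fluorescence (Ex 488/Em 500-530) from Vif-expressing HeLa A3G-eYFP cells; more signal means A3G escaped Vif-mediated degradation. Cells plated overnight, compound pinned in, incubated overnight at 37 deg C.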
Vif-APOBEC3F blk – qHTS for Inhibitors of Vif-A3F Interactions: qHTS | HeLa A3F-eYFP + Vif (tagged APOBEC3F with the HIV-1 protein that degrades it), YFP fluorescence increase | Potency, µM (doses to about 46.1 µM), for the others: at the highest dose activity, negative = active | 0.2% of 390,000 active | AID 602313, 2012; further: % of control where 0% means no effect; nearly all actives have a fitted effect of over 65% in size
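HeLa cells stably expressing Vif plus C-terminally eYFP-tagged A3F were seeded, incubated overnight at 37 deg C, dosed with compound, incubated overnight again at 37 deg C. Yellow fluorescence (Ex 488/Em 500-530) reported blocked Vif-mediated A3F-eYFP degradation.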
USP1-UAF1 inh – Inhibitors of USP1/UAF1: Primary Screen. AID 743255, 2014. Potency, µM (titrated, usually from 57.1 µM), for inactives: at the highest dose activity change, negative = inhibition, actives largely listed as inhibitors. 0.23% of 390,000 active. Ubiquitin carboxyl-terminal hydrolase 1 (Homo sapiens), O94782. recombinant USP1/UAF1, Ub-Rhodamine cleavage fluorescence; further: on the % scale 0 is the no-effect control and ±100 the full control effect; nearly all actives have a fitted effect of over 60% in size; inactives centre near -12
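USP1/UAF1 complex at 1 nM was preincubated with compound for 15 min at room temperature, then Ub-Rho substrate (150nM final) was added. Fluorescence (480/540 nm) was read kinetically, 6 reads every 60 seconds.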
An asterisk follows results filed as active; ? = inconclusive; / = not tested or not shown; & = joins results of further samples; [ ] = dose if it differs, or a comment. The call rests on the fitted dose curve; in most records, active means well fitted curve in the direction sought with a large enough effect; inconclusive means small, poorly fitted or top-dose-only effect, or another doubt; inactive means no such curve, though single readings can be large; an effect the other way counts as inactive or inconclusive. Potency means the concentration at half of the fitted maximal effect.

SMILES	RGS4 inhibitor	TrxR1 inh	RXFP1 agonist	TrxR1 substrate	12-LOX inh	IDH1 R132H inh	Vif-A3G inh	Vif-APOBEC3F blk	USP1-UAF1 inh
CCOC(=O)COc1c(OC)cc(Cl)cc1C1Nc2ccccc2C(=O)N1c1ccc(F)cc1 (stereo not given)	10%	48%[activator]	1.9%	82%[activator]	3%	0%	1%	0%	-19%
CN(CC(=O)NC1CCN(Cc2ccccc2)CC1)S(=O)(=O)c1ccc(Br)s1	3%	3%[57.1 µM]	-0.7%	10%[0.0914 µM]	-16%	8%	3%	0%	0%
O=C(CSc1nc2[nH]ncc2c(=O)[nH]1)Nc1ccccc1C(F)(F)F	-9%	-3%	-0.2%	-6%	-3%	-2%	1%	4%	-21%
Cc1ccc(CS(=O)(=O)CCC(=O)NCCN2CCCC2)cc1	12%	-6%	1.0%	0%	6%	-4%	0%	-17%	-12%
O=Cc1ccc(OCc2nnc(-c3ccccc3Br)o2)cc1	-5%	10%[57.1 µM]	3.7%	1%[57.1 µM]	50%[activator]	-1%	-8%	1%	-12%
O=C(c1ccco1)N1CCN(C(=S)Nc2cccc([N+](=O)[O-])c2)CC1	-18%	3%[57.1 µM]	0.5%	-21%[57.1 µM]	0%	7%	-7%	0%	5%
CCc1ccc(NC(=O)CCS(=O)(=O)c2ccc3c(c2)oc(=O)n3C)cc1	-2%	9%	-3.4%	-3%	4%&0%	-3%	4%	2%	?
CCN(CC)CCCSc1nc2ccccc2s1	-50%	9%[57.1 µM]	0.1%	-1%[57.1 µM]	?	1%	3%	1%	?
C/C=C(\C)C(=O)NCCN1C2=NC[C@H](C(C)C)N2C[C@@H]1Cc1ccc(OC)cc1	-4%	-15%	0.0%	3%	15%	13%	6%	-6%	-24%
O=C(COC(=O)c1ccccc1)NC(=O)NC1CCCC1	2%	2%[57.1 µM]	-0.6%	1%[57.1 µM]	16%	-1%	-2%	3%	-20%
O=C(CSc1nnc(-c2ccco2)n1CC1CCCO1)N1CCCCC1 (stereo not given)	10%	-23%	0.3%	9%	5%	-3%	2%	-9%	-9%
Cc1cccc(S(=O)(=O)Nc2ccc(-c3nc4ccc(C)cc4s3)cc2)c1	9%	9%[0.0914 µM]	3.6%	146%[activator]	-28%	8%	-21%	-6%	-11%
OCC1CCCN(c2ncnc3scc(-c4ccccc4)c23)C1 (stereo not given)	-17%	2%	5.3%	-2%	1%	-3%	0%	7%	-6%
[O-]/[N+](=C\c1ccncc1)c1ccccc1	?	-32%	0.1%	-13%	0%	6%	3%	3%	-13%
COc1ccc(S(=O)(=O)N2CCOCC2)cc1C(=O)NCc1c(C)nn(Cc2ccccc2)c1C	-20%	6%	/	-2%	9%	-1%	-3%	2%	-16%
COc1ccccc1NC(=O)C1=C(C)Nc2nc(SCc3ccccc3)nn2C1c1ccccn1 (stereo not given)	-2%	11%	-3.6%	-5%	-12%	-8%	0%	-10%	-12%
CCCC(=O)c1c[nH]c(C(=O)NCCCN2CCOCC2)c1	-10%	-15%	5.1%	-11%	26%	-2%	0%	-9%	5%
COc1cccc(Cn2c(CNS(=O)(=O)c3ccc(C(C)(C)C)cc3)nc3cccnc32)c1	-33%	11%[57.1 µM]	1.0%	-4%[57.1 µM]	-11%	-6%	-4%	10%	-25%
CC1(C)CC(=O)C=C(NC2=CC3OC(c4ccccc4)OCC3OC2=O)C1 (stereo not given)	?	16µM*	0.0%	-7%	-2%	5%	-24%	-10%	-8%
CCN1C(=O)[C@H]2[C@@H](c3ccc(C)cc3)N3C(=O)N(c4ccc(C)cc4)C(=O)[C@@]3(CC)[C@H]2C1=O	19%	15%	-0.7%	-2%	-1%	0%	3%	3%	-14%
CCCCNC(=O)C1CCN(c2nc(OC)nc(OC)n2)CC1	18%	10%	-0.5%	-4%	3%	16%	-1%	-2%	-4%
CCOC(=O)C1=C(CN2CCN(C(=O)c3ccco3)CC2)NC(=O)NC1c1ccc(Cl)cc1 (stereo not given)	-5%	-13%	0.9%	5%	-16%	0%	-7%	-10%	-17%
CCCCNC(=O)/C=C/c1ccc(OC)c(Br)c1	23%	20%[57.1 µM]	2.9%	4%[57.1 µM]	-7%	4%	1%	0%	-10%
COc1ccc(S(=O)(=O)NCC2CCCN(C(=O)c3cccnc3)C2)cc1 (stereo not given)	18%	13%[57.1 µM]	-0.5%	57%	2%	-1%	3%	0%	-10%
CC1CCC2(CC1)NC(=O)N(CC(=O)N1CCN(c3ccccc3)CC1)C2=O (stereo not given)	5%	33%	-1.3%	5%	193%[activator]	-6%	-9%	5%	-25%
COc1ccc(CNC(=O)CCS(=O)(=O)c2ccc3c(c2)CC(C)N3C(=O)C2CC2)cc1 (stereo not given)	-15%&-22%	12%&11%	-0.6%&1.8%	-2%&3%	1%&-23%	19%&-3%	-24%&-28%	4%&-11%	-10%&-7%
CC(C)C(=O)NCCc1nc2ccccc2n1C	-37%	-11%	-0.6%	-5%	311%[activator][57.4 µM]	2%	2%	3%	-11%
Cc1cccc(N(CC(=O)NCc2ccc3c(c2)OCO3)C(=O)CCC(=O)Nc2ccccn2)c1	-5%	13%[57.1 µM]	2.7%	6%[57.1 µM]	?	1%	-8%	-4%	-10%
Cn1cnc(S(=O)(=O)N2CCCC(C(=O)Nc3cccc(C#N)c3)C2)c1 (stereo not given)	13%	8%[57.1 µM]	2.5%	-2%[57.1 µM]	0%	11%	2%	1%	-17%
O=C1NCCN(Cc2ccc(F)cc2)C1CC(=O)N1CC=C(c2ccccc2)CC1 (stereo not given)	3%	-21%	-1.3%	10%	3%	-1%	0%	-5%	-9%

Compound profiles (already shown).
COc1ccc(S(=O)(=O)NCC2CCCN(C(=O)c3cccnc3)C2)cc1 (stereo not given) reads RGS4 inhibitor: 18%; TrxR1 inh: 13%[57.1 µM]; RXFP1 agonist: -0.5%; TrxR1 substrate: 57%; 12-LOX inh: 2%; IDH1 R132H inh: -1%; Vif-A3G inh: 3%; Vif-APOBEC3F blk: 0%; USP1-UAF1 inh: -10%
Cc1cccc(N(CC(=O)NCc2ccc3c(c2)OCO3)C(=O)CCC(=O)Nc2ccccn2)c1 reads RGS4 inhibitor: -5%; TrxR1 inh: 13%[57.1 µM]; RXFP1 agonist: 2.7%; TrxR1 substrate: 6%[57.1 µM]; 12-LOX inh: ?; IDH1 R132H inh: 1%; Vif-A3G inh: -8%; Vif-APOBEC3F blk: -4%; USP1-UAF1 inh: -10%
CCCCNC(=O)/C=C/c1ccc(OC)c(Br)c1 reads RGS4 inhibitor: 23%; TrxR1 inh: 20%[57.1 µM]; RXFP1 agonist: 2.9%; TrxR1 substrate: 4%[57.1 µM]; 12-LOX inh: -7%; IDH1 R132H inh: 4%; Vif-A3G inh: 1%; Vif-APOBEC3F blk: 0%; USP1-UAF1 inh: -10%

The list continues:
SMILES	RGS4 inhibitor	TrxR1 inh	RXFP1 agonist	TrxR1 substrate	12-LOX inh	IDH1 R132H inh	Vif-A3G inh	Vif-APOBEC3F blk	USP1-UAF1 inh
Cc1cccc(N(CC(=O)NCc2ccco2)C(=O)CCC(=O)Nc2ccccn2)c1C	-12%	-5%	-2.0%	-8%	0%	0%	0%	0%	6%
Cc1nc(-c2ccccc2)sc1C1(C)CC(c2cccc(F)c2)=NO1 (stereo not given)	13%	17%	/	5%	-4%	7%	1%	1%	-13%
Cc1noc2c1C(c1ccc(N(C)C)cc1)C1=C(CC(C)(C)CC1=O)N2 (stereo not given)	-8%	50µM*	-0.7%	6%	173%[activator]	7%	-1%	-1%	-9%
CCc1ccccc1NC(=O)c1ccc2nc(CCc3ccccc3)oc2c1	1%	35%[57.1 µM]	1.9%	11%[57.1 µM]	-15%	-11%	2%	-9%	-12%

Screening data (PubChem)

Some of the compounds tested; rates above refer to the full screens.
